BH1578 lux ind = inducers of Vibrio cholerae quorum light production without autoinducers. V. cholerae BH1578 lux reporter, luminescence, 6 h. actives 0.16% (n = 350,000). activation, % at 18.7 µM; in the data active means activation mostly above about 9.7%, no sharp cut-off; further: not every result past the cut was called active; inactives centre near 0; reference of the scale not given here
MazEF act = activators of E. coli MazEF toxin-antitoxin RNase; P0AE70; FAM/BHQ RNA-DNA oligo cleavage fluorescence, 5 h; activation, % at 20 µM; actives 0.32% (n = 350,000); AID 504720; in the data active means activation above about 50%
Target sequence (P0AE70 whole entry, looked up): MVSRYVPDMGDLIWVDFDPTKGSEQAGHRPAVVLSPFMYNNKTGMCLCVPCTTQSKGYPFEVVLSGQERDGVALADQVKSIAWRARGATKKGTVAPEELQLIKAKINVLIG
FBA Mtb inh = Mtb fructose-bisphosphate aldolase inhibition. inhibition, % at 1 µM. AID 588726. purified M. tuberculosis FBA, fluorescence read-out. P9WQA3. actives 2.3% (n = 360,000); in the data active means inhibition above about 27%;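 further: 0% = vehicle and 100% = reference inhibitor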
Target sequence (P9WQA3 whole entry, looked up): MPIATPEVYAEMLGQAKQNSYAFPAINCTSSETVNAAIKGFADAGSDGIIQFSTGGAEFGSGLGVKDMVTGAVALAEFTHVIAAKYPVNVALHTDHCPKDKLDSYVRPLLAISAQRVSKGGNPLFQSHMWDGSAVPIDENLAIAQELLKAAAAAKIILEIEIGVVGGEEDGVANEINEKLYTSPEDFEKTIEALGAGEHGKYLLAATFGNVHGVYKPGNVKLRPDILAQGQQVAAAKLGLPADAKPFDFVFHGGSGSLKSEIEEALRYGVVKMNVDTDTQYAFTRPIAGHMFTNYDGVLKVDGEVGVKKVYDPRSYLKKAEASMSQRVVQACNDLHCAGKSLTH
PriA SSB inh = inhibitors of Klebsiella pneumoniae PriA binding to SSB C-terminal tail | AlphaScreen SSBct-PriA binding, biotinylated peptide | inhibition, % at 33 µM | actives 0.6% (n = 430,000) | AID 1272365; in the data active means inhibition mostly above about 37%, no sharp cut-off; inactive means mostly below about 20%;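 further: plate controls were negative control peptide for no effect and reference peptide for full effect; strong numbers were not always called active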
SARS 3CLpro inh = SARS-CoV 3CLpro protease inhibition | actives 0.14% (n = 290,000) | recombinant SARS-CoV 3CLpro, quenched FRET peptide cleavage | inhibition, % at 6 µM | P0C6X7; in the data active means inhibition above about 12%
DUSP3 inh = DUSP3 (human) phosphatase inhibition. P51452. recombinant VHR phosphatase, pNPP absorbance. inhibition, % at 13.3 µM. actives 0.52% (n = 290,000). AID 1654; in the data active means inhibition above about 50%; further: some compounds called inactive have numbers as strong as hits
GDH-TPI counter = GDH-TPI coupled enzyme inhibition counter-screen. GDH-TPI coupled enzyme counterscreen, NADH absorbance. actives 1.2% (n = 360,000). AID 588335. inhibition, % at 4.8 µM; in the data active means inhibition above about 30%;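 further: 0% = DMSO wells and 100% = wells lacking the enzyme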
Rv3671c inh = inhibits the M. tuberculosis serine protease Rv3671c; P9WHR9; inhibition, % at 5.96 µM; actives 0.048% (n = 320,000); in the data active means inhibition above about 38%;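 further: extracellular domain of Rv3671c used as enzyme; 0% = enzyme with DMSO and 100% = no enzyme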
Target sequence (P9WHR9 whole entry, looked up, the tested form may be a part): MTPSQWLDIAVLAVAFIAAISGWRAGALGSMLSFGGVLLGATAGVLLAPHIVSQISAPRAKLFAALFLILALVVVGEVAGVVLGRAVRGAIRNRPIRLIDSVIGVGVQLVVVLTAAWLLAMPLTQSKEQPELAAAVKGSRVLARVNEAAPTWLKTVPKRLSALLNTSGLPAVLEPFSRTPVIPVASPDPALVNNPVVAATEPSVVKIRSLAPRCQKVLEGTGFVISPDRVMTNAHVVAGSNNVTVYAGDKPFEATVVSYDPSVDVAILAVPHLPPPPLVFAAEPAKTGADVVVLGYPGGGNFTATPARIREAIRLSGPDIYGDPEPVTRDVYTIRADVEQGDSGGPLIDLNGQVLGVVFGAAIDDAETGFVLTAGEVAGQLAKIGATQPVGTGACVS
Mtb BioA inh = blocks M. tuberculosis BioA enzyme activity; purified M. tuberculosis BioA enzyme, plate reader; inhibition, % at 9.99 µM; actives 0.096% (n = 360,000); in the data active means inhibition above about 40%
UGM FP inh = inhibitors of M. tuberculosis UDP-galactopyranose mutase. P9WIQ1. purified UGM, fluorescence polarization probe displacement. inhibition, % at 10 µM. actives 0.06% (n = 320,000). AID 504406; in the data active means inhibition above about 10%, passing the limit was not always enough
An asterisk follows results filed as active; i = inactive; nt = no result given; & = joins results of further samples.

Sample of the layout:
Results follow in this order: BH1578 lux ind	MazEF act	FBA Mtb inh	PriA SSB inh	SARS 3CLpro inh	DUSP3 inh	GDH-TPI counter	Rv3671c inh	Mtb BioA inh	UGM FP inh
- COc1ccccc1-n1c(=S)sc2c(=O)n(Cc3ccco3)c(SC)nc21
    i	-7.4	-0.4	16.3	-0.9	-12.0	39.6*	-6.0	-1.7	0.0
- C[C@H]1C(=O)N(c2ccccc2)[C@@H]1c1ccccc1
    -6.2	3.9	-1.8	-7.0	nt	nt	5.5	nt	0.1	nt
- CCCn1c(SCC(=O)Nc2cc(C)on2)nc2c1c(=O)n(C)c(=O)n2C
    i	-3.8	1.1	-22.4	2.6	nt	3.5	-2.5	-1.1	4.0
- COc1cccc(OC)c1C(=O)OCC(=O)/C(C#N)=C(\C)N
    -0.3	-13.4	-1.7	-4.7	-0.7	2.3	4.5	-2.8	nt	0.6
- CCOC(=O)CSc1nc2ccc(C)cc2cc1C#N
    -1.7	296.5*	1.9	-15.4	1.1	19.9	9.8	-10.9	-2.9	-0.2
- COc1cc(NC(=S)NCc2ccc(S(N)(=O)=O)cc2)cc(OC)c1
    -0.4	-19.2	0.3	-3.7	4.5	10.8	-2.2	-8.4	nt	0.5
- O=C1CCC(C(=O)N2CCN(c3cnccn3)CC2)CN1CCc1ccc(Cl)cc1 (configuration not stated)
    -0.5	2.8	7.3	-0.7	4.8	4.4	0.0	nt	-1.5	nt
- COC(=O)c1cccc(Oc2cccc(Cl)n2)c1
    -0.2	3.3	-0.6	-27.6	-0.1	13.1	2.5	1.2	-2.4	-1.9

The list itself, repeating the preview:
Results follow in this order: BH1578 lux ind	MazEF act	FBA Mtb inh	PriA SSB inh	SARS 3CLpro inh	DUSP3 inh	GDH-TPI counter	Rv3671c inh	Mtb BioA inh	UGM FP inh
- COc1ccccc1-n1c(=S)sc2c(=O)n(Cc3ccco3)c(SC)nc21
    i	-7.4	-0.4	16.3	-0.9	-12.0	39.6*	-6.0	-1.7	0.0
- C[C@H]1C(=O)N(c2ccccc2)[C@@H]1c1ccccc1
    -6.2	3.9	-1.8	-7.0	nt	nt	5.5	nt	0.1	nt
- CCCn1c(SCC(=O)Nc2cc(C)on2)nc2c1c(=O)n(C)c(=O)n2C
    i	-3.8	1.1	-22.4	2.6	nt	3.5	-2.5	-1.1	4.0
- COc1cccc(OC)c1C(=O)OCC(=O)/C(C#N)=C(\C)N
    -0.3	-13.4	-1.7	-4.7	-0.7	2.3	4.5	-2.8	nt	0.6
- CCOC(=O)CSc1nc2ccc(C)cc2cc1C#N
    -1.7	296.5*	1.9	-15.4	1.1	19.9	9.8	-10.9	-2.9	-0.2
- COc1cc(NC(=S)NCc2ccc(S(N)(=O)=O)cc2)cc(OC)c1
    -0.4	-19.2	0.3	-3.7	4.5	10.8	-2.2	-8.4	nt	0.5
- O=C1CCC(C(=O)N2CCN(c3cnccn3)CC2)CN1CCc1ccc(Cl)cc1 (configuration not stated)
    -0.5	2.8	7.3	-0.7	4.8	4.4	0.0	nt	-1.5	nt
- COC(=O)c1cccc(Oc2cccc(Cl)n2)c1
    -0.2	3.3	-0.6	-27.6	-0.1	13.1	2.5	1.2	-2.4	-1.9
- Cc1c(C(=O)N2CCCCC2)c(S(=O)(=O)NCc2ccc(Cl)cc2)c(C)n1C
    -0.2	14.2	-3.5	5.9	-2.9	5.3	4.4	7.0	0.3	-2.0
- CNc1nc(-c2ccc(S(=O)(=O)N3CCCCC3)cc2)cs1
    i	10.1	15.1	4.0	nt	nt	15.4	-14.6	-2.3	1.3
- O=C(NC(=S)N1CCN(c2ccc(C(F)(F)F)cc2[N+](=O)[O-])CC1)c1cccs1
    -0.2	2.5	-0.2	51.2*	4.2	4.6	5.1	1.5	4.5	1.3
- COc1ccc(NC(=O)COC(=O)Cn2c(C)nc3ccccc32)cc1OC
    i	4.9	4.6	-8.3	-3.4	10.6	3.4	3.3	0.3	-3.6
- COC(=O)COc1ccc(S(=O)(=O)NCc2ccc3c(c2)OCO3)cc1C
    -1.8	10.5	-0.1	-10.3	-4.2	-4.9	2.5	7.5	-0.9	0.7
- O=C(NNS(=O)(=O)c1ccc([N+](=O)[O-])cc1)C(=O)Nc1cccc(C(=O)O)c1
    i	10.3	6.0	4.9	-11.2	-8.2	9.6	-14.9	-0.9	1.1
- CCN(CC)S(=O)(=O)c1ccc(Cl)c(NC(C)=O)c1
    i	-0.7	1.6	-1.3	-4.8	33.4	-1.9	4.0	-1.6	1.9
- COc1ccccc1CNC(=O)COC(=O)c1cnc(C)cn1
    -3.1	4.1	-1.3	nt	nt	nt	2.2	nt	nt	nt
- CCOC(=O)C1(Cc2ccccc2C)CCCN(C(=O)c2cc(CC)nn2C)C1 (configuration not stated)
    i	-22.7	3.6	-15.9	-2.1	-0.1	5.7	-0.1	nt	-3.2
- O=C(CCC(=O)N1CCCCC1)Nc1nnc(C2CCCCC2)s1
    -0.4	2.5	1.4	1.9	0.1	5.5	-3.9	0.8	-0.6	-2.7
- CCn1c(SCc2cccc(F)c2)nnc1-c1ccncc1
    -0.8	0.0	18.1	-5.7	0.8	6.1	-1.5	nt	nt	0.5
- COC(=O)C1C(=O)/C(=C/N(C)C)C(=O)CC1(C)C (configuration not stated)
    -0.2	5.3	1.0	6.4	-0.5	12.4	-2.8	-7.9	-0.1	-3.7
- S=C(NC1CCCCC1)N1CCN(c2ncccn2)CC1
    i	7.1	-2.3	-2.6	0.9	-3.9	2.5	1.6	nt	-3.5
- O=C(N/C(=C\c1ccc(Cl)cc1)C(=O)N1CCCCC1)c1ccco1
    -0.2	15.6	-0.9	3.5	2.5	-8.1	-1.5	4.3	1.3	-0.3
- CCOC(=O)C1(CCOC)CCN(Cc2ccncc2)CC1
    0.3	8.1	-4.0	-11.2	-1.3	8.4	-5.2	0.6	nt	1.2
- C=CCn1cnc2c(c1=O)c1nc3ccccc3nc1n2/N=C/c1ccccn1
    i	2.3	2.2	nt	nt	25.4	17.8	nt	-1.7	nt
- COC(CNC(=O)[C@H](CSCc1ccccc1)N1Cc2ccccc2C1=O)OC
    -0.1	-32.9	-6.6	-6.6	1.5	16.5	-3.9	-0.2	nt	3.3
- O=C(CCN1C(=O)/C(=C\c2ccccc2F)SC1=S)Nc1ccc(C(=O)O)c(O)c1
    -0.3	nt	-2.4	nt	6.6	4.4	12.7	-10.3	1.6	8.5
- NS(=O)(=O)c1ccc(CNC(=O)/C=C/c2ccccc2)cc1
    i	8.8	2.7	-6.4	-2.9	42.0	-1.7	2.4	0.1	-0.4
- COCCCn1c(C)nnc1SCC(=O)Nc1ccc(C(C)=O)cc1
    i	13.2	0.9	-16.8	-3.9	17.6	7.0	-9.0	0.5	0.1
- O=C(Nc1ccc(OCC(=O)N2CCN(S(=O)(=O)c3ccccc3)CC2)cc1)c1ccco1
    -0.4	-2.5	-3.5	-3.7	-0.8	17.5	6.2	-0.6	0.4	-1.3
- Cc1ccccc1NC(=S)NC(NC(=O)C(C)(C)C)C(Cl)(Cl)Cl (configuration not stated)
    -0.4	5.7	1.8	-1.4	0.0	22.1	-2.2	8.0	nt	-2.1
- CCCOc1ccc(Cn2c(=O)oc3ccc(C)cc32)cc1
    i	0.3	-1.8	-7.2	-1.5	60.6	6.5	-0.4	0.0	-1.9
- CCOC(=O)N1CCN(C(=O)c2ccc(CS(=O)c3ccccc3)o2)CC1 (configuration not stated)
    2.0	5.3	-0.5	-9.2	2.0	16.6	4.3	-3.1	-1.2	2.8
- CCc1ccc2nc(NC(=O)c3cc(C)on3)sc2c1
    0.1	3.5	-1.8	-12.3	7.0	23.1	15.1	-10.2	nt	1.1
- CC[C@@]1(C(=O)OC)N[C@H](CN(C)C(=O)Nc2ccccc2)[C@@H]2C(=O)N(C)C(=O)[C@@H]21
    1.0	8.5	-0.1	-1.5	nt	nt	-10.0	2.9	-1.0	3.4
- COc1ccc2oc(-c3ccc(C)c(NC(=O)c4ccc(N5CCOCC5)c([N+](=O)[O-])c4)c3)nc2c1
    -0.4	4.5	-0.7	-0.8	3.6	-7.7	22.6	-7.5	6.1	-1.4
- O=C(Nc1ccc(N2CCOCC2)cc1)c1ccc2ncsc2c1
    i	4.1	-2.7	2.7	nt	nt	8.8	1.4	3.7	-3.5
- Cc1ccc(-c2nnc(SCC(=O)NC3CCCc4ccccc43)n2N)cc1 (configuration not stated)
    -0.2	5.6	-5.8	1.0	5.6	2.1	-11.5	-0.4	-0.5	0.2
- N#Cc1ccccc1OCC(=O)Nc1ccc2c(c1)OCO2
    -0.4	4.2	4.7	nt	nt	nt	-3.6	nt	-0.5	nt
- COc1ccc(C(=O)NCCS(=O)(=O)N2CCCC2)cc1
    3.7	0.7	-1.0	-12.3	nt	nt	6.5	-0.5	-1.2	0.2
- CC1=C(C)CC(C(=O)NCCc2ccc(F)cc2)C(C(=O)O)C1 (configuration not stated)
    i	2.5	-2.9	-5.2	-4.9	-3.2	-12.0	-1.8	-2.3	2.7
- O=C(/C=C/c1ccccc1O)c1ccco1
    i	-25.5	-3.5	-8.2	-2.5	-8.3	33.1*	2.4	-0.4	1.0
- COC(=O)CCc1n[nH]c(=O)[nH]c1=O
    -0.2	-6.9	-0.1	-7.0&-13.3	6.7	-16.7	7.5	-6.8	-0.1	-1.7
- Cc1ccc(C(=O)N2CCC(N3CCC(C(=O)N4CCOCC4)CC3)CC2)cc1
    -0.6	-7.8	-2.4	nt	nt	nt	7.1	nt	-1.3	nt
- CCOc1ccc(CN2CCCN(C)CC2)cc1
    6.7	7.6	0.7	-20.0	5.9	8.3	-7.9	-1.7	-0.1	0.5
- C=CCn1c(O)c(/C=N/N2CCOCC2)c(=O)[nH]c1=S
    -0.2	5.5	1.3	nt	1.3	-1.0	25.2	-6.1	nt	2.6
- CCOC(=O)NN1C(=O)c2ccccc2NC1c1cccs1 (configuration not stated)
    -0.4	10.7	31.3*	-2.9	-1.1	35.4	15.0	6.3	0.0	-0.7
- CCOc1ccc(/C=N/n2c(SC)nnc2-c2ccccc2)cc1OCC
    -2.9	2.4	3.7	nt	6.4	31.1	26.2	4.1	5.7	-3.5
- Cc1cccc[n+]1CC(=O)c1ccc(NC(=O)c2ccccc2)cc1
    -1.7	9.6	-1.1	-15.2	0.8	9.4	4.1	6.1	-2.5	2.0
- O=C(CCl)Nc1cccc(S(=O)(=O)N2CCCCCC2)c1
    -2.6	-1.3	-0.8	5.4	3.5	17.6	7.7	-8.1	nt	2.3
- Cc1csc(SC(C)C(=O)NCc2ccc3c(c2)OCO3)n1 (configuration not stated)
    -0.3	-3.7	4.0	7.2	-0.1	14.4	-5.7	2.8	nt	-1.0
- O=C1NC[C@H](Cc2ccccc2)N(CC2CCN(CC3CCCC3)CC2)C1=O
    -1.4	-6.1	4.7	3.6	nt	nt	10.4	nt	-2.3	nt
- Cc1ccc(N2C(=O)N(CC(=O)N(C)Cc3ccccc3)C(=O)C2C)cc1 (configuration not stated)
    -3.8	4.3	-5.3	-20.4	-0.2	31.3	-10.4	-4.9	-0.6	1.4
- CC(C(=O)Nc1ccccc1C(=O)N1CCCC1)n1nnc2ccccc21 (configuration not stated)
    i	2.3	4.3	-0.1	-2.9	9.1	-5.6	7.1	nt	-4.0
- CSc1ccc(C(=O)C2CCCN(C(=O)c3nn(C)c(=O)c4ccccc34)C2)cc1 (configuration not stated)
    i	-1.8	2.9	-6.0	5.0	38.8	2.5	-8.1	9.5	-0.6
- COc1cccc(CNC(=O)C(C)n2ccc3cc(S(=O)(=O)N4CCCCCC4)ccc32)c1 (configuration not stated)
    -0.2	5.7	0.5	-3.5	4.8	-3.6	0.0	-22.8	-1.7	0.2

The list is partial; rates above refer to the full screens.
